Screening results (PubChem BioAssay)
KOR beta-arrestin-1: kappa opioid receptor blockers – cell-based, luminescence, uHTS (AID 1778) | inhibition, % at 10 µM; hits with a dose series show IC50 in µM | actives 0.091% (n = 290,000) | KOR beta-arrestin recruitment, luminescence, antagonist mode; higher % means a stronger effect; further: strong numbers were not always called active
GPR55 LPI antagonism: inhibition of LPI-stimulated GPR55 beta-arrestin translocation – imaging, U2OS, beta-arrestin-GFP, LPI agonist, primary screen (AID 2013); U2OS GPR55 beta-arrestin-GFP translocation imaging, LPI antagonism; higher % means a stronger effect; inhibition, % at 10 µM; hits with a dose series show IC50 in µM; actives 0.13% (n = 290,000);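 active means spots per cell inhibited over 60%, with over 100 cells counted and total cytoplasm intensity under 500,000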;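 further: U2OS cells stably carrying GPR55 and arrestin-GFP stimulated by 5 µM LPI near EC80; imaged beta-arrestin-GFP aggregate spots per cell after agonist stimulation; plate controls were LPI-stimulated DMSO wells for no effect and DMSO wells without LPI for full effect; some results filed as inactive read as strong as hits; confirmed hits need IC50 under 10 µM and bright autofluorescent wells are also inconclusive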
T cell modulator: T cell immune modulation candidate | 2C CD8+ T cell-vesicle binding, flow cytometry; hits give low values | calls only at 7 µM | actives 0.068% (n = 330,000) | AID 2052;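 active means response, share of CD8 T cells binding vesicles, and their 90th percentile fluorescence all below set limits, cut at about 80% in these data, passing the limit was not always enough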
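Material: murine 2C transgenic CD8+ T lymphocytes / Also added: QL9-peptide-loaded Drosophila micro-vesicles bearing Ld, ICAM-1 and B7-1 / Schedule: binding step 1.5 h, 37 °C, antibody labelling 20 min, ice / Signal: flow cytometry, PE anti-B7-1 (FL2) versus Alexa647 anti-CD8 (FL8), PFA-fixed / Evaluation: percent CD8+ FL2 mean versus row control / Benchmarks: naked versus QL9-loaded vesicles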
GPR55 beta-arrestin: GPR55 agonists via beta-arrestin recruitment, primary screen, imaging, U2OS cells, beta-arrestin-GFP redistribution (AID 1961) | U2OS GPR55 beta-arrestin-GFP redistribution imaging; higher % means a stronger effect | activation, % at 10 µM; hits with a dose series show EC50 in µM | actives 0.048% (n = 290,000);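 active means activation above 40% with more than 50 cells counted in the well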;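 further: U2OS osteosarcoma cells stably expressing GPR55 and beta-arrestin-GFP; plate controls were DMSO negative control for no effect and LPI positive control for full effect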
NOD1 NF-kB reporter: inhibition of NOD1-driven NF-kB reporter – cell-based, luminescence, uHTS, primary screen (AID 1578); NOD1-driven NF-kB luciferase reporter cells, luminescence; higher % means a stronger effect; inhibition, % at 4 µM, or EC50 in µM where a hit was titrated; actives 1% (n = 290,000); in the data active means inhibition mostly above about 36%, no sharp cut-off; inactive means mostly below about 34%;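 further: HEK-293T reporter cells stimulated with the NOD1 agonist gamma-tri-DAP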
KOR beta-arrestin-2: kappa opioid receptor activators – cell-based, luminescence, uHTS, primary screen (AID 1777); actives 0.02% (n = 280,000); KOR beta-arrestin recruitment, luminescence; higher % means a stronger effect; activation, % at 10 µM; hits with a dose series show EC50 in µM; in the data active means activation above about 50%, passing the limit was not always enough; further: a part of the inactive calls stands beside numbers as strong as those of hits
Myeloid diff 2: compounds promoting myeloid differentiation. ER-HoxA9 myeloid progenitors, lysozyme-GFP differentiation, flow cytometry. calls only at 10 µM. actives 1% (n = 360,000). AID 624256;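 active means normalized GFP-positive differentiation at or above the plate's own cutoff, the solvent-only control mean plus 3 SD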;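 further: cells exposed to compound for four days before flow analysis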
HEK293 NOD2/NF-kB: NOD2 signaling inhibitors, cell-based, luminescence, uHTS, HEK293 (AID 1566); HEK293 NOD2/NF-kB luciferase reporter, luminescence; higher % means a stronger effect; one-dose inhibition, % at 4 µM; EC50 in µM for titrated hits; actives 0.63% (n = 290,000); further: many of its hits are not listed in these tables
NTR1 ag: agonists of NTR1, primary screen, imaging, U2OS cells, beta-arrestin-GFP, high content (AID 493036); activation, % at 20 µM; NTR1-U2OS beta-arrestin-GFP spot imaging, agonist mode; actives 0.17% (n = 330,000); P30989;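 active means activation at or above 40% of the spot to cytoplasm intensity ratio, with at least 20 cells analyzed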;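 further: 0% = DMSO without peptide and 100% = 100 nM NTR1 peptide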
Target sequence (P30989 whole entry, looked up): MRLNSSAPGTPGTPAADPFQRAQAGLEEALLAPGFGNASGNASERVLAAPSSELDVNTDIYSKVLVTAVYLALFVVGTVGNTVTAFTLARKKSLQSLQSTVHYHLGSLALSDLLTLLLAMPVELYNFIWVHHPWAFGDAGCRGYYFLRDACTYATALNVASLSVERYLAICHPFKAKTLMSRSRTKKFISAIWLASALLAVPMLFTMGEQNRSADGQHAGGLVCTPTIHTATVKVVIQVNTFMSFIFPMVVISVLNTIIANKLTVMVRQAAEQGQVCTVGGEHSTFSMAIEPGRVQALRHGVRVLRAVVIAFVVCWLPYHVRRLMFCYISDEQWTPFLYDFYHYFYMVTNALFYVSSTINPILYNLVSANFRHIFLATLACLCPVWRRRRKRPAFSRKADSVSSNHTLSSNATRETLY
T cell modulator vesicle-bound %: further read-out of T cell modulator, marked with its call; double positive events, %; measured here: CD8+ vesicle-bound cell fraction;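 binding gate set so that unloaded-vesicle control wells show 10% double positive cells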
NTR1 ag cell count 20 µM: also measured in NTR1 ag; calls as there; cell count; measured here: cell count, cytotoxicity flag
Myeloid diff 2 GFP+ MAC1+ %: also measured in Myeloid diff 2; calls as there; GFP+ MAC1+ double positive, %; measured here: differentiation confirmed by MAC1 staining
* = called active by the depositor; i = inactive; x = no result given; + = active, no number; [ ] = remark or other dose. Unless noted, no stated cut-off is given here; in the data, active means inhibition above about 50%; inactive means the rest.

SMILES	KOR beta-arrestin-1	GPR55 LPI antagonism	T cell modulator	T cell modulator vesicle-bound %	GPR55 beta-arrestin	NOD1 NF-kB reporter	KOR beta-arrestin-2	Myeloid diff 2	Myeloid diff 2 GFP+ MAC1+ %	HEK293 NOD2/NF-kB	NTR1 ag	NTR1 ag cell count 20 µM
CN1C2CCC1CC(NC(=O)CSc1ccc(C(C)(C)C)cc1)C2 (configuration not stated)	33%	4%	i	44	0.6%	0%	0.3%	i	1.1	17%	-0.7	51
C=CCNc1ncnc2sc(SC)nc12	6%	6%	i	37	0.3%	0%	2.2%	i	0.3	22%	0.1	85
CC1(C(=O)Nc2nc3ccccc3s2)CC1(Br)Br (configuration not stated)	-14%	10%	i	34	0.0%	-6%	0.5%	i	0.6	-45%	x	x
CN(C)/C=C1/C=C(c2ccccc2)OC1=O	-6%	16%	i	52	-0.1%	-9%	2.6%	i	9.0	19%	-1.2	64
COc1cc2c(cc1OC)CN(C(=O)C1CCCN1S(=O)(=O)c1ccc(F)cc1)CC2 (configuration not stated)	11%	-13%	i	40	-0.1%	19%	-3.0%	i	0.9	8%	2.5	46
O=[N+]([O-])c1ccc(COc2cccnc2)cc1	10%	18%	i	19	0.6%	-17%	-3.3%	i	0.1	0%	0.4	73
COc1ccc(-c2cn3cc(C)ccc3n2)cc1F	-36%[20 µM]	1%	i	50	-0.1%	-10%	x	i	0.1	-92%	-1.3	31
C/C(N)=C(\C#N)C(=O)NCc1ccccn1	-21%	0%	i	21	1.1%	-41%	-3.2%	i	1.6	-8%	1.8	81
COc1cc(C2NC(=O)NC(C)=C2C(=O)OC(C)(C)C)ccc1OCC(=O)O (configuration not stated)	8%	5%	i	37	-0.4%	-19%	-3.6%	i	5.8	-15%	0.1	84
Clc1ccc(/C=N/Nc2nnc(Cl)c3ccccc23)cc1	-17%	-3%	i	19	-0.4%	-72%	16%	i	3.4	-44%	-0.6	53
O=C(Cn1cnc2c(nnn2Cc2ccccc2)c1=O)NCc1ccco1	17%	20%	i	6	0.3%	-3%	-0.9%	i	2.2	-7%	-0.8	76
Cc1nnc(SCC(=O)c2ccc(Br)cc2)s1	-9%[20 µM]	6%	i	5	0.3%	-8%	-3.9%	i	0.3	-2%	0.1	50
CCOC(=O)C1C(=O)CC(C)(O)C(C(=O)OCC)C1c1ccco1 (configuration not stated)	29%	0%	i	51	0.2%	-11%	-1.6%	i	1.0	-2%	-0.9	69
COc1ccc(-n2c(O)c(/C=N/NS(=O)(=O)c3cc(C)ccc3C)c3ccccc3c2=O)cc1OC	-2%	10%	i	62	-0.2%	-41%	-0.8%	+	4.2*	6%	-2.5	66
Cn1c(=O)c2c(ncn2CC(O)CNc2ccc(Br)cc2)n(C)c1=O (configuration not stated)	0%	-7%	i	54	-0.1%	12%	-3.6%	i	1.4	5%	-0.9	62
COc1ccc(OC)c(NC(=O)C(=O)NNC(=O)C23CC4CC(CC(C4)C2)C3)c1	-26%	2%	i	41	-0.1%	-6%	-2.9%	i	1.0	11%	1.6	33
CC(C)c1ccc(C(=O)N2CCCN(C(=O)c3ccc(C(C)C)cc3)CC2)cc1	x	-4%	i	39	-0.4%	-19%	3.0%	i	1.0	16%	-0.3	57
CCn1c(SCc2nnc(-c3ccccc3)o2)nnc1-c1ccc(S(=O)(=O)N2CCCC2)cc1	-10%	10%	i	51	-0.2%	-14%	-5.6%	i	1.8	3%	-1.4	86
CCOC(=O)C1=NOC(CN(c2ccccc2)S(=O)(=O)c2ccc(Cl)cc2)C1 (configuration not stated)	3%	6%	i	56	-0.1%	-35%	-1.9%	i	0.2	2%	0.0	84
O=C(CS(=O)(=O)c1cn(CC(=O)N2CCCC2)c2ccccc12)Nc1ccccc1F	-4%	-4%	i	39	0.3%	-13%	5.0%	i	1.5	5%	0.2	56
Cc1nn(Cc2noc(C(=O)NCc3ccc4c(c3)OCO4)n2)c(C)c1Br	1%	-5%	i	47	-0.1%	-12%	-1.0%	i	0.5	1%	0.7	45
CCc1nnc(NC(=O)CSc2nnc(Cc3cccn3C)n2C)s1	-23%	5%	i	17	-0.2%	12%	9.5%	i	2.7	-4%	-0.4	57
CC(C)CCN1CCN(Cc2cccc(-n3cccn3)c2)CC1CCO (configuration not stated)	-8%[20 µM]	7%	i	20	0.2%	-26%	x	i	0.6	-4%	-0.8	57
O=C(Cc1ccc(S(=O)(=O)N2CCCCC2)s1)Nc1cccc2ccccc12	-11%	2%	i	49	-0.3%	-31%	4.2%	i	0.7	-15%	2.8	74
O=C(Nc1ccc(Br)cc1)N1CCCCCCC1	-23%	-6%	i	22	-0.1%	-37%	3.1%	x	x	-27%	4.2	34

Results in NOD1 NF-kB reporter, NTR1 ag and KOR beta-arrestin-1 (2 entries from above):
SMILES	NOD1 NF-kB reporter	NTR1 ag	KOR beta-arrestin-1
CC(C)CCN1CCN(Cc2cccc(-n3cccn3)c2)CC1CCO (configuration not stated)	-26%	-0.8	-8%[20 µM]
O=C(Cc1ccc(S(=O)(=O)N2CCCCC2)s1)Nc1cccc2ccccc12	-31%	2.8	-11%

The list goes on:
SMILES	KOR beta-arrestin-1	GPR55 LPI antagonism	T cell modulator	T cell modulator vesicle-bound %	GPR55 beta-arrestin	NOD1 NF-kB reporter	KOR beta-arrestin-2	Myeloid diff 2	Myeloid diff 2 GFP+ MAC1+ %	HEK293 NOD2/NF-kB	NTR1 ag	NTR1 ag cell count 20 µM
COc1ccc(C)cc1C(=O)C1CC(C(=O)O)C(C)(C)C1C (configuration not stated)	26%	10%	i	32	-0.1%	-6%	-9.7%	i	1.3	20%	-0.9	54
O=C(/C=C/c1ccccc1)N1c2ccccc2Sc2ccc(C(F)(F)F)cc21	25%	10%	i	50	5.2%	4%	1.4%	i	0.6	11%	2.3	49
Cc1ccnc(SCc2cc(=O)c(OC(=O)c3ccccc3)co2)n1	-1%	4%	i	27	0.3%	-22%	0.1%	i	0.6	23%	-0.9	58
Cc1ccccc1C(=O)NCCNC(=O)c1ccco1	-26%	-16%	i	33	-0.1%	-4%	-0.7%	i	0.2	-4%	-1.0	35
C(=N\Nc1ccccn1)/c1ccc(N2CCOCC2)cc1	-14%	7%	i	59	-0.1%	-36%	-2.8%	i	0.8	-93%	-1.1	68
COc1ccc([N+](=O)[O-])cc1NC(=O)C(C)OC(=O)c1ccccc1C(=O)c1ccc(Cl)cc1 (configuration not stated)	28%	3%	i	56	-0.4%	-5%	5.2%	i	0.5	8%	2.7	52
CCOC(=O)C1CCCN(C(=O)c2cccc3ccccc23)C1 (configuration not stated)	-69%	6%	i	39	0.6%	-33%	1.1%	i	1.3	-12%	0.0	52
Cc1cc(-c2ccccc2)nc2cc(C(N)=O)nn12	-5%	6%	i	50	0.3%	-25%	2.6%	i	2.4	11%	0.6	69
C/C(NCc1cccnc1)=C(\C#N)C(=O)NCc1ccccc1	0%	-2%	i	28	-0.3%	1%	5.0%	i	0.6	1%	-0.4	48
COc1ccc(-c2coc3c(C)c4oc(=O)c(CCC(=O)O)c(C)c4cc23)cc1	-4%	0%	i	46	0.0%	10%	-2.6%	i	0.4	6%	2.0	85
COc1cccc(C(=O)N2CCC(C(=O)NCc3ccco3)CC2)c1	-9%	2%	i	29	0.6%	-18%	0.1%	i	1.1	12%	-1.4	52
CCNc1nc(Oc2ccc(=O)n(-c3ccccc3)n2)nc(N2CCOCC2)n1	7%	2%	i	24	-0.4%	-16%	-1.6%	i	1.0	-3%	-2.0	34
C[N+](C)(C)CCOC(=O)C1(c2ccccc2)CCCC1	-35%	4%	i	39	0.0%	-1%	-1.6%	i	1.1	9%	-0.5	62
CC1(c2ccccc2)NC(=O)N(CC(=O)Nc2ccc(Cl)c(S(=O)(=O)N3CCCCC3)c2)C1=O (configuration not stated)	-13%	-19%	i	65	0.0%	16%	1.4%	+	9.1*	5%	0.1	55
CCOCCCNC(=O)C(NC(=O)Cc1cccs1)c1ccccc1 (configuration not stated)	-22%	-13%	i	0	-0.2%	-36%	-1.6%	x	x	3%	0.7	56
Cc1cccc(C)c1C(=NCCCN(C)C)c1ccccc1	-20%	8%	i	41	0.1%	-34%	12%	i	0.2	-3%	-1.9	52
Cc1[nH]c(=O)[nH]c(=O)c1CSCC(=O)OCC(=O)c1ccc(Br)cc1	0%	12%	i	44	0.7%	-28%	-5.1%	i	0.5	12%	1.2	47
Cc1ccc(-n2c3c(cc(C(=O)NCC(=O)c4ccccc4)c2=O)C(=O)CCC3)cc1	1%	12%	i	18	0.0%	-21%	4.0%	i	1.1	20%	1.1	58
CC(C)C(c1nnnn1C1CCCCC1)N1CCOCC1 (configuration not stated)	11%	0%	i	17	-0.2%	1%	-5.5%	i	0.8	0%	-1.0	93
CCOC(=O)c1cc(C(=O)NC(C)c2ccccc2)c(=O)[nH]c1C (configuration not stated)	21%	1%	i	24	-0.2%	0%	0.6%	i	0.7	6%	0.7	70
CCN1C(=O)C2(C(C#N)=C(N)Oc3c2c(C)nn3-c2ccccc2)c2ccccc21 (configuration not stated)	-15%	11%	i	47	-0.1%	6%	-1.2%	i	6.6	-2%	0.6	52
Fc1cccc(Cl)c1CSc1nnc(COc2cccc3cccnc23)o1	6%	4%	i	38	-0.1%	0%	-12%	i	5.0	5%	4.2	49
CC1CC(=O)N(c2ccc(C(C)C)cc2)C(=O)C1	-16%[20 µM]	-6%	i	50	-0.3%	-16%	-1.1%	i	0.5	8%	0.5	58
Cc1ccc(N2C(=O)N(CC(=O)N(C)Cc3ccccc3)C(=O)C2C)cc1 (configuration not stated)	-20%	6%	i	10	-0.2%	-17%	1.4%	i	8.9	7%	1.1	93
Cc1oc(-c2cccc(Cl)c2)nc1CN1CCC(C(=O)NCC2CCCO2)CC1 (configuration not stated)	23%	10%	i	51	-0.1%	-6%	-2.5%	i	1.1	10%	-0.8	65
C=CCNC(=O)c1cnn(-c2ccccc2)c1-c1ccccc1	41%	3%	i	8	-0.1%	-6%	-2.9%	i	0.6	-19%	-1.1	62
CC(=O)c1ccc(-n2nnnc2SCC(=O)NNC(=O)c2ccco2)cc1	-31%	11%	i	15	0.0%	7%	7.5%	i	7.5	-7%	-1.0	46

As entered above:
CCOCCCNC(=O)C(NC(=O)Cc1cccs1)c1ccccc1 (configuration not stated) | NTR1 ag cell count 20 µM = 56
Cc1cccc(C)c1C(=NCCCN(C)C)c1ccccc1 | NOD1 NF-kB reporter = -34%

Some of the compounds tested (hit frequency here may not be typical).
